Assay outcomes (PubChem BioAssay)
All columns: NCI-60 one-dose screen, growth in % after 48 h at 10 µM unless noted; 100 = growth as untreated, 0 = no growth, -100 = all killed.
SK-MEL-2: SK-MEL-2 melanoma; actives 4.7% (n = 77,000); AID 1794763
LOX IMVI: LOX IMVI melanoma | actives 7.4% (n = 79,000) | AID 1794757
SK-MEL-5: SK-MEL-5 melanoma; actives 6.4% (n = 80,000); AID 1794755
SK-MEL-28: SK-MEL-28 melanoma. actives 4.1% (n = 81,000)
T-47D: T-47D breast cancer; actives 5% (n = 79,000)
BT-549: BT-549 breast cancer. actives 4.4% (n = 78,000). AID 1794793
HS 578T: HS 578T breast cancer | actives 4.1% (n = 78,000)
MDA-MB-435: MDA-MB-435 melanoma; actives 7.8% (n = 82,000)
Numbers without * were called inactive; nt = no result given; & = joins results of further samples. The calls were made as follows: active = growth percent below 10; inactive = the rest.

Results follow in this order: SK-MEL-2 | LOX IMVI | SK-MEL-5 | SK-MEL-28 | T-47D | BT-549 | HS 578T | MDA-MB-435
CC1=NNC(=O)C1CCC(=O)N/N=C(\C)c1ccc2ccccc2c1 (centres undefined)
    101.7 | 99.5 | 105.4 | 108.8 | 146.3 | 118.1 | 113.9 | 86.5
CC(C)OC(=O)CO
    103.4 | 98.3 | nt | 105.6 | 94.7 | 113.2 | 102.5 | 113.7
COc1ccc(C(=O)COc2ccc(/C=C3/Oc4cc(OC)ccc4C3=O)cc2)cc1
    87.7 | 105.3 | 86.4 | 133.6 | 69.8 | 112.9 | 109.7 | 112.8
COc1cc(C(=O)c2ccccc2C(=O)O)c(OC)c2c1CCCC2
    114.5 | 94.1&94.3 | 97.5&96.6 | 113.4&101.9 | 95.7&90.9 | 101.3&95.8 | 112.0&103.5 | 107.1&100.3
N#Cc1c(-c2ccccc2Cl)cc(-c2ccc(Br)s2)[nH]c1=O
    117.9 | 97.3 | 96.3 | 100.4 | nt | 81.4 | 107.1 | 96.1
Cc1nn(-c2ccc([N+](=O)[O-])cc2)c(C)c1N=Nc1ccc(Br)cc1
    97.6 | 101.0 | 98.7 | 95.4 | 89.2 | 94.3 | 106.6 | 98.2
CCC(C)OC(=Nc1cccc2ccccc12)Nc1cccc2ccccc12 (centres undefined)
    110.2 | 93.6 | 94.3 | 100.1 | 109.7 | 124.7 | nt | 96.9
CN1CCCNc2c(c(=O)c2=O)NCCCN(C)CCCNc2c(c(=O)c2=O)NCCCN(C)CCCNc2c(c(=O)c2=O)NCCCN(C)CCCNc2c(c(=O)c2=O)NCCCN(C)CCCNc2c(c(=O)c2=O)NCCCN(C)CCCNc2c(c(=O)c2=O)NCCCN(C)CCCNc2c(c(=O)c2=O)NCCC1
    76.6 | 58.1 | 39.6 | 22.6 | 14.7 | 67.1 | 85.0 | 21.1
CN(C)CCN1C(=O)NC(c2ccccc2)(c2ccccc2)C1=O
    112.6 | 101.6 | 99.5 | 96.0 | 106.6 | 105.2 | 100.9 | 105.6
CC(=O)NS(=O)(=O)OC[C@H]1O[C@@H](n2cnc3c(N)ncnc32)[C@H](O)[C@@H]1O
    89.1 | 94.2 | 101.4 | 110.0 | 62.3 | 82.0 | 106.4 | 104.2
Cc1nc(Cl)cc(N(c2cc(Cl)nc(C)n2)c2ncc(C(=O)Nc3c(C)cccc3Cl)s2)n1
    87.4 | 14.2 | 46.2 | 78.0 | 23.5 | 93.3 | -1.5* | 71.8
COc1ccc([C@H]2[C@H](C(=O)Nc3cccc(C)n3)c3ccccc3C(=O)N2c2ccccc2)cc1
    78.3 | 96.2 | 79.1 | 96.6 | 88.8 | 83.3 | 93.4 | 102.6
CCOC(=O)C1=C(N)N(c2ccc(Cl)cc2)C2=C(C(=O)CC(C)(C)C2)C1c1ccc(Cl)cc1Cl (centres undefined)
    63.5 | nt | 48.7 | 69.6 | 25.6 | 76.4 | nt | 57.5
NNC(=O)CSc1nc2scc(-c3ccccc3)c2c(=O)n1-c1ccccc1
    100.8 | 78.7 | 88.4 | 111.5 | 104.3 | 130.8 | 89.2 | 120.9
COc1ccc(C2=Nc3c(C)nn(-c4ccccc4)c3NC(c3ccc(Oc4ccnc5cc(Cl)ccc45)c(OC)c3)C2)cc1 (centres undefined)
    90.9 | 89.3 | 89.4 | 95.1 | 61.9 | 93.0 | 78.6 | 80.4
CCN1c2ccccc2SC1CC1=C(O)C(CC2Sc3ccccc3N2CC)=C1O (centres undefined)
    111.8 | 100.9 | 101.4 | 102.3 | nt | 109.6 | 83.7 | 107.7
COc1ccc(COc2cc3oc(=O)c4cc(C(C)O)ccc4c3cc2OC)cc1 (centres undefined)
    nt | 76.3 | 56.3 | 56.3 | 44.2 | 59.8 | nt | 3.5*
COc1cc2oc(-c3cccc(NC(=O)c4ccc(C(F)(F)F)cc4)c3)cc(=O)c2c(OC)c1OC
    95.0 | 89.8 | 92.2 | 92.3 | 84.9 | 77.4 | 101.8 | 88.8
O=c1onc(-c2ccccc2)c2ccccc12
    117.8 | 97.5 | 103.1 | 103.3 | 97.8 | 117.7 | nt | 105.0
Cc1ccccc1NC(=S)Nc1ccccc1O
    125.4 | 102.7 | 98.1 | 123.3 | 93.2 | 109.3 | 105.4 | 103.1

Record cards, as listed above. Order of values: SK-MEL-2 | LOX IMVI | SK-MEL-5 | SK-MEL-28 | T-47D | BT-549 | HS 578T | MDA-MB-435
Profile of COc1ccc(C2=Nc3c(C)nn(-c4ccccc4)c3NC(c3ccc(Oc4ccnc5cc(Cl)ccc45)c(OC)c3)C2)cc1 (centres undefined) : 90.9 | 89.3 | 89.4 | 95.1 | 61.9 | 93.0 | 78.6 | 80.4
Profile of CCN1c2ccccc2SC1CC1=C(O)C(CC2Sc3ccccc3N2CC)=C1O (centres undefined) : 111.8 | 100.9 | 101.4 | 102.3 | nt | 109.6 | 83.7 | 107.7

Carrying on.
Results follow in this order: SK-MEL-2 | LOX IMVI | SK-MEL-5 | SK-MEL-28 | T-47D | BT-549 | HS 578T | MDA-MB-435
Fc1cc(Br)ccc1-n1cnc2c(Nc3ccccn3)nc(Cl)nc21
    97.7 | 97.7 | 100.7 | 104.9 | 92.4 | 99.8 | 92.6 | 102.1
COc1cccc(/C=C/c2c(C(=O)c3ccccc3)c(C)nc3ccccc23)c1
    100.2 | 80.3 | 95.8 | 110.1 | 58.4 | 107.4 | 94.0 | 99.4
O=C(O)/C=C\C(=O)ONCc1ccccc1
    nt | 92.2 | 100.4 | 106.7 | 95.1 | 101.9 | 113.0 | 108.2
CC[N+](C)(CC)CC[N+]1(C)Cc2c(Cl)c(Cl)c(Cl)c(Cl)c2C1
    107.7 | 97.2 | 91.4 | 104.9 | 111.4 | 89.4 | 79.5 | 108.0
O=C(O)C(Nc1ccc2nc3n(c(=O)c2c1)CCC3)c1ccc(F)cc1 (centres undefined)
    87.3 | 100.6 | 101.4 | 105.5 | 96.9 | 109.7 | 103.7 | 102.8
CC1(CO)CCCC12OCCO2 (centres undefined)
    95.2 | 103.6 | 100.0 | 107.8 | 111.4 | 99.9 | 118.6 | 92.8
C/C=C/c1ccc(OC(C)=O)c(OC)c1
    117.2 | 110.7 | 106.1 | 118.3 | 106.6 | 105.7 | 100.5 | 102.9
CCCCN1C=C/C(=C\C(=O)n2ccc3ccccc32)c2ccccc21
    106.8 | 92.8 | 88.5 | 104.3 | 72.6 | 108.1 | 98.2 | 98.3
CC1SC(c2ccccc2Br)N(NC(=O)CCC(=O)c2nc3ncccc3[nH]2)C1=O (centres undefined)
    91.0 | 79.9 | 70.6 | 108.3 | 75.5 | 104.1 | 77.7 | 39.0
CCCCC(CC)(CC(=N)C(C)(C)C)c1ccccc1 (centres undefined)
    91.2 | 93.2 | 84.7 | 156.9 | 109.8 | 86.9 | 105.3 | 113.4
CC(C)(O)CCC1=C(O)c2ccccc2C(=O)C1=O
    141.1 | 93.6 | 100.9 | 116.5 | 97.1 | 101.7 | 123.9 | 104.7
O=C(O)c1ccc(N2C(=O)/C(=C\c3ccc(-c4ccc(F)cc4)o3)SC2=S)cc1
    105.7 | 94.7 | 95.1 | 107.7 | 99.5 | 94.1 | 91.6 | 108.2
Brc1ccc(Nc2nc(Nc3cnc4ccccc4c3)c3[nH]cnc3n2)cc1
    78.2 | 63.7 | 72.6 | 94.2 | 52.8 | 48.6 | 60.9 | 96.3
N#C/C(=C\c1ccc(-c2cccc(Cl)c2)o1)c1ccccc1
    95.4 | 86.5 | 86.4 | 100.6 | 41.3 | 85.0 | 88.2 | 99.8
COc1cc2nc(Sc3ncccc3C(=O)O)n(-c3ccccc3)c(=O)c2cc1OC
    111.0 | 93.4 | 99.4 | 104.6 | 106.7 | 103.6 | 102.1 | 99.5
COC1=CC(=O)C=C(OC)C1(O)CC(C)=O
    126.4 | 98.3 | 98.7 | 105.8 | 105.6 | 123.9 | nt | 98.1
O=C(CN1C=NC2C(N3CCOCC3)=NC=NC21)c1ccc(Cl)cc1 (centres undefined)
    105.5 | 99.6 | nt | 108.1 | 98.2 | 98.7 | 99.5 | 101.1
CC(=O)/C=C/C1=C(C)CCC(=O)C1(C)C
    101.4 | 104.1 | 104.2 | 110.3 | 94.1 | 94.6 | 104.8 | 106.9
O=C(CSc1nnc(-c2ccc(Cl)cc2)o1)NC1=NN=C(c2ccccc2)CS1
    105.3 | 97.6 | 99.7 | 107.8 | 93.7 | 100.9 | 106.0 | 98.6
COc1cccc(/C=N/Nc2nc(-c3ccc(Br)cc3)cs2)c1O
    96.8 | 103.0 | 99.3 | 104.5 | 76.0 | 101.1 | 104.7 | 89.4

(next part)
Results follow in this order: SK-MEL-2 | LOX IMVI | SK-MEL-5 | SK-MEL-28 | T-47D | BT-549 | HS 578T | MDA-MB-435
c1ccc(Cn2ccc3c2-c2oncc2CCC3)cc1
    106.0 | 103.2 | 93.5 | 100.9 | 107.5 | 121.8 | 94.9 | 108.8
COc1cc(/C=C2\C(=O)N(c3c(Cl)cccc3Cl)c3ccccc32)cc(OC)c1OCCCCCCn1c2ccccc2c(=O)c2ccccc21
    96.2 | 98.4 | 96.1 | 99.0 | 89.6 | 94.4 | 113.4 | 103.4
CC1(c2ccccc2O)NN=C(/N=C/c2cccc([N+](=O)[O-])c2)N1C(Cc1c[nH]c2ccccc12)C(=O)O (centres undefined)
    87.8 | 90.5 | 93.0 | 105.6 | 91.1 | 97.5 | 95.8 | 105.6
COc1ccc2c(c1)Oc1nc(N)c(C#N)c(N)c1C2Sc1ccc(O)cc1 (centres undefined)
    87.5 | 87.4 | 90.3 | 104.8 | 50.7 | 92.4 | 109.0 | 99.5
CCOc1ccc(/C=C/C(=O)c2cccc(OCCCCOc3cccc(C(=O)/C=C/c4ccc(OCC)cc4)c3)c2)cc1
    111.1 | 91.1 | 92.4 | 107.3 | 70.9 | 110.3 | 91.1 | 98.9
Cc1cc2c(cc1[N+](=O)[O-])NC(CNC(C)C)CC2 (centres undefined)
    111.6 | 91.3 | 96.8 | 113.8 | 86.3 | 101.9 | 124.1 | 106.9
CC1OC(c2cccc([N+](=O)[O-])c2)OC1C (centres undefined)
    116.0 | 103.2 | 97.6 | 113.5 | 116.9 | nt | 107.1 | 103.5
C#CCOc1ccc(/C=C2/SC(=O)NC2=O)cc1OC
    104.2 | 71.3 | 100.9 | 106.8 | 97.2 | 98.5 | 92.6 | 107.7
N#CC12C(=O)NC(=O)C1(C#N)C21CCCC1 (centres undefined)
    90.8 | 92.9 | 105.9 | 102.4 | 103.4 | 110.1 | 120.3 | nt
CCOC(=O)NCCc1nc2c([nH]1)c(=O)n(C)c(=O)n2C
    101.1 | 94.9 | 102.3 | 102.2 | 101.9 | 97.6 | 104.5 | 100.9
O=c1ccc2nc(-c3ccccc3)nn(-c3ccccc3)c-2c1
    44.9 | -51.9* | 19.8 | 26.4 | -36.5* | 90.2 | 75.9 | 24.7
COc1ccc(-c2nc3sccn3c2-c2ccnc(NCCCNS(=O)(=O)c3ccc4ccccc4c3)n2)cc1
    84.6 | 53.9 | 42.3 | 80.0 | 32.6 | 65.3 | 92.1 | 50.0
CCC(=O)OC1CC(C)=C2C(=O)C=C(C)[C@@H]2[C@H]2OC(=O)[C@H](C)[C@H]12 (some centres undefined)
    105.8 | 99.7 | 99.5 | 109.5 | 99.6 | 105.4 | 101.4 | 97.9
Nc1ccc(C2=NNC(=O)Cc3cc4c(cc32)OCCO4)c(Cl)c1
    130.8 | 95.4 | 105.6 | 108.5 | 101.0 | 86.3 | 101.5 | 98.3
CS(=O)(=O)c1ccc(-c2cc3c(Nc4ccc(F)c(Cl)c4)ncnn3c2)cc1
    107.3 | 102.9 | 97.7 | 114.5 | 90.1 | 103.0 | 102.7 | 99.0
CC1(C)O[C@H]2OC3CCC(=O)CC3(O)[C@H]2O1 (some centres undefined)
    101.9 | 96.7 | 98.8 | 119.9 | 91.8 | 104.2 | 97.0 | 111.8
O=c1[nH][nH]c2ccccc12
    nt | 108.6 | 104.4 | 119.2 | 108.6 | nt | 113.8 | 110.1
COCCCNCCOC(=O)c1ccc(N)cc1
    91.6 | 102.6 | 102.2 | 116.6 | 94.8 | 80.8 | 103.2 | 108.9
CN(C)Cc1cn(-c2ncc(-c3ccc(C(F)(F)F)cc3)c(NC3CCCCCC3)n2)nn1
    nt | 95.7 | 80.6 | 97.4 | 81.7 | 94.6 | 93.6 | 95.2
COc1ccc(/C=N\NC(=O)c2ccc(-c3nc4ccc(C)cc4[nH]3)cc2)cc1
    114.9 | 98.0 | 100.9 | 109.2 | 91.6 | 105.6 | 99.4 | 104.8

Part of the list above in a different format:
SMILES	SK-MEL-2	LOX IMVI	SK-MEL-5	SK-MEL-28	T-47D	BT-549	HS 578T	MDA-MB-435
Cc1cc2c(cc1[N+](=O)[O-])NC(CNC(C)C)CC2 (centres undefined)	111.6	91.3	96.8	113.8	86.3	101.9	124.1	106.9
CC1OC(c2cccc([N+](=O)[O-])c2)OC1C (centres undefined)	116.0	103.2	97.6	113.5	116.9	nt	107.1	103.5
C#CCOc1ccc(/C=C2/SC(=O)NC2=O)cc1OC	104.2	71.3	100.9	106.8	97.2	98.5	92.6	107.7
N#CC12C(=O)NC(=O)C1(C#N)C21CCCC1 (centres undefined)	90.8	92.9	105.9	102.4	103.4	110.1	120.3	nt
CCOC(=O)NCCc1nc2c([nH]1)c(=O)n(C)c(=O)n2C	101.1	94.9	102.3	102.2	101.9	97.6	104.5	100.9
O=c1ccc2nc(-c3ccccc3)nn(-c3ccccc3)c-2c1	44.9	-51.9*	19.8	26.4	-36.5*	90.2	75.9	24.7
COc1ccc(-c2nc3sccn3c2-c2ccnc(NCCCNS(=O)(=O)c3ccc4ccccc4c3)n2)cc1	84.6	53.9	42.3	80.0	32.6	65.3	92.1	50.0
